High-throughput results (PubChem BioAssay)
Bfl-1 Bim block – human Bim-Bfl-1 interaction inhibition; Q16548; Bead-based flow cytometry, Bim-Bfl-1 binding inhibition; inhibition, % at 10 µM; hit rate 0.12% among 190,000;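 also: 0% = wells without compound plus tracer and 100% = blocker peptide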
RGS8-Gao reg – modulates binding of RGS8 to human Galphao. P09471. multiplexed bead flow cytometry; actives lie on both sides. response (percent of control binding), % at 10 µM. hit rate 0.34% among 220,000; in the data active = response below about 60% or above about 140%; inactive = in between;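 also: Galphao activated as the GDP aluminium fluoride complex binding bead-coupled RGS8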
Target sequence (P09471 whole entry, looked up): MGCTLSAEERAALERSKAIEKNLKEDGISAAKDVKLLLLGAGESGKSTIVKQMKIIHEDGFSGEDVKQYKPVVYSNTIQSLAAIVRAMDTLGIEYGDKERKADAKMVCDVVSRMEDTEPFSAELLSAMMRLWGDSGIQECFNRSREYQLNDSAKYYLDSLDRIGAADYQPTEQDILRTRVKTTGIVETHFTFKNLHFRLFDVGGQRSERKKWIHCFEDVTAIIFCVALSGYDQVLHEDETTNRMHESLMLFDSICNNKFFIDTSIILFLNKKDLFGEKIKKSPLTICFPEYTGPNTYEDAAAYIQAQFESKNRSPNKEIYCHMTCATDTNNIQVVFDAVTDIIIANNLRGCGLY
Mcl-1 Bim block – inhibitors of Bim-Mcl-1 interaction, human; Q07820; Bead-based flow cytometry, Bim peptide-Mcl-1 binding; inhibition, % at 10 µM; hit rate 0.1% among 190,000; AID 1009;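 also: 0% = no compound tracer wells and 100% = peptide blocker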
Target sequence (Q07820 whole entry, looked up): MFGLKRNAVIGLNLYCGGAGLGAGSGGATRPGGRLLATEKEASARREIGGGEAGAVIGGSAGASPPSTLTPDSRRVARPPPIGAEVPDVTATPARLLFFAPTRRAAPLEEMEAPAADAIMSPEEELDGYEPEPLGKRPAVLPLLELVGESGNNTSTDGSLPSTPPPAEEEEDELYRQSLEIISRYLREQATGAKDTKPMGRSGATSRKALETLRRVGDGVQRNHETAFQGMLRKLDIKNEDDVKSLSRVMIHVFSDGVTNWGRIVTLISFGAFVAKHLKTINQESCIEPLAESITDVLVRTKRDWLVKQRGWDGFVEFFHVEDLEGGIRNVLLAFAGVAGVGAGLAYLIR
Mcl1 Bid PPI – disrupts binding of human Mcl-1 to Bid peptide | TR-FRET Mcl-1/Bid-Dy647 peptide binding, 1536-well | hit rate 0.97% among 220,000 | Q07820 | inhibition, % at 21.7 µM | AID 1021;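 active = compounds that cut the binding signal by more than half at the single screening dose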;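 also: His-tagged Mcl-1 with europium anti-His antibody binding Bid BH3 peptide; 0% = Mcl-1 plus peptide wells and 100% = peptide-only wells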
Bim-Bcl-B – human Bim-Bcl-B interaction inhibition | Q9HD36 | bead-based flow cytometry, Bim peptide-Bcl-B binding | inhibition, % at 10 µM | hit rate 0.073% among 190,000 | AID 951;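 also: 0% = tracer peptide without compound and 100% = reference inhibitor peptide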
RGS7-Gao – regulators of human RGS7-Galphao interaction; hit rate 0.35% among 220,000; Multiplexed bead flow cytometry, RGS7-Galphao binding; actives lie on both sides; binding response (% of control), % at 10 µM; in the data active = binding response below about 49% or above about 150%; inconclusive = no clear call, values can overlap the other calls; inactive = in between;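 also: fluorescent Galphao held in activated GDP-AlF4 state binding bead-coupled RGS7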
Bcl-W Bim block – human Bim-Bcl-W interaction inhibition | bead-based flow cytometry, Bim peptide-Bcl-W binding | inhibition, % at 10 µM | hit rate 0.02% among 190,000 | AID 952;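 also: 0% = bound tracer without compound and 100% = peptide blocker; higher means less fluorescent Bim peptide bound to Bcl-W beads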
Target sequence (Q92843 whole entry, looked up): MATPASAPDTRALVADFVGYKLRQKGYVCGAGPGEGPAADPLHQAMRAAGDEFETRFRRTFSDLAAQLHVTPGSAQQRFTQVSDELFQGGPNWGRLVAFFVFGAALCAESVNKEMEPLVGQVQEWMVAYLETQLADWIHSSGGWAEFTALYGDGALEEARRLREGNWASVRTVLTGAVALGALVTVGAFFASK
Bcl-XL Bim block – inhibitors of Bim-Bcl-XL interaction, human. Q07817. Bim peptide-Bcl-XL binding, bead flow cytometry, fluorescence. inhibition, % at 10 µM. hit rate 0.04% among 190,000
Bim-Bcl-2 – human Bim-Bcl-2 interaction inhibition; P10415; Bead-based flow cytometry, Bim peptide-Bcl-2 binding; inhibition, % at 10 µM; hit rate 0.06% among 190,000; AID 950; in the data active = inhibition above about 40%; inconclusive = no clear call, values can overlap the other calls;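 also: 0% = no compound wells with probe peptide and 100% = reference peptide inhibitor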
RGS4-Gao reg – modulates binding of RGS4 to human Galphao; binding response (% of control), % at 10 µM; P09471; hit rate 0.33% among 220,000; Multiplexed bead flow cytometry; actives lie on both sides; in the data active = binding response below about 49% or above about 150%; inactive = in between;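 also: fluorescent Galphao activated with aluminum fluoride binding bead-coupled RGS4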
GSH fluor – compound fluoresces at 488/530 nm on GSH beads; GSH beads flow cytometry, compound fluorescence 488/530 nm; stronger effect = higher value; fluorescence (KMESF) at 10 µM; hit rate 0.25% among 190,000; AID 1776; in the data active = fluorescence above about 89;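 also: glutathione beads carrying GST-tagged Bcl family fusion proteins plus one bare bead set; values are compound well signal with DMSO vehicle wells as background; inactives centre near 16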
* marks the source's active call; other numbers are inactive results; ? = inconclusive. Rule as the data show it, unless noted: active = inhibition above about 40%.

(1) CCCCCCCCNC(=O)C(CCC(=O)OCc1ccccc1)NC(C)=O (configuration not stated)
(2) CCOc1ccc(Nc2nc3ccccc3n3nnnc23)cc1
(3) COc1ccc(OC)c(N(CC(=O)NCc2cccnc2)S(C)(=O)=O)c1
(4) CCn1c(SCC(=O)Nc2c(C)n(C)n(-c3ccccc3)c2=O)nnc1-c1cccc(C)c1
(5) Cc1[nH]c2ccccc2c1C(=O)CSC(=S)N(C)C1CCCCC1
(6) CCCCCn1c(=O)c(C(=O)OCC)c(O)c2ccccc21
(7) Cc1ccc(S(=O)(=O)Nc2ccc(N3CCOCC3)cc2)cc1
(8) O=C(CN1C(=O)C2CCCCC2C1=O)N1CCN(c2ccccc2)CC1 (configuration not stated)
(9) CN(C)CCN1CC(C(=O)O)CC1=O (configuration not stated)
(10) CCCC(=O)Nc1ccc(C(=O)O)cc1NC(=O)CCC
entry no.	1	2	3	4	5	6	7	8	9	10
Bfl-1 Bim block	0.0	-6.0	5.0	-1.0	7.0	-13.0	-5.0	-12.0	-11.0	-11.0
RGS8-Gao reg	102.0	101.6	97.6	98.2	101.0	102.0	87.6	85.3	99.1	100.7
Mcl-1 Bim block	1.0	-2.0	2.0	-1.0	6.0	1.0	-17.0	-5.0	1.0	-1.0
Mcl1 Bid PPI	-6.7	-10.2	-2.5	-19.4	-12.2	12.1	-120.4	-25.0	-4.5	-3.7
Bim-Bcl-B	3.0	-5.0	0.0	2.0	6.0	-3.0	-14.0	-5.0	-5.0	-8.0
RGS7-Gao	98.0	96.7	95.2	97.1	104.3	100.7	93.4	85.7	101.3	102.2
Bcl-W Bim block	0.0	0.0	5.0	1.0	7.0	3.0	-15.0	-6.0	0.0	2.0
Bcl-XL Bim block	-1.0	-4.0	1.0	-4.0	11.0	0.0	-17.0	-2.0	-2.0	-1.0
Bim-Bcl-2	0.0	-9.0	0.0	3.0	10.0	-7.0	-18.0	-3.0	-5.0	-9.0
RGS4-Gao reg	105.2	98.9	96.4	99.8	108.6	101.1	86.0	99.0	97.1	104.1
GSH fluor	9	23	51	9	11	23	37	19	38	34

Profiles as entered above.
CCOc1ccc(Nc2nc3ccccc3n3nnnc23)cc1 across the screens: Bfl-1 Bim block: -6.0; RGS8-Gao reg: 101.6; Mcl-1 Bim block: -2.0; Mcl1 Bid PPI: -10.2; Bim-Bcl-B: -5.0; RGS7-Gao: 96.7; Bcl-W Bim block: 0.0; Bcl-XL Bim block: -4.0; Bim-Bcl-2: -9.0; RGS4-Gao reg: 98.9; GSH fluor: 23
O=C(CN1C(=O)C2CCCCC2C1=O)N1CCN(c2ccccc2)CC1 (configuration not stated) across the screens: Bfl-1 Bim block: -12.0; RGS8-Gao reg: 85.3; Mcl-1 Bim block: -5.0; Mcl1 Bid PPI: -25.0; Bim-Bcl-B: -5.0; RGS7-Gao: 85.7; Bcl-W Bim block: -6.0; Bcl-XL Bim block: -2.0; Bim-Bcl-2: -3.0; RGS4-Gao reg: 99.0; GSH fluor: 19
CCCC(=O)Nc1ccc(C(=O)O)cc1NC(=O)CCC across the screens: Bfl-1 Bim block: -11.0; RGS8-Gao reg: 100.7; Mcl-1 Bim block: -1.0; Mcl1 Bid PPI: -3.7; Bim-Bcl-B: -8.0; RGS7-Gao: 102.2; Bcl-W Bim block: 2.0; Bcl-XL Bim block: -1.0; Bim-Bcl-2: -9.0; RGS4-Gao reg: 104.1; GSH fluor: 34

Going on with the list.
(11) Cn1cccc1/C=C1\SC(=S)N(NC(=O)c2ccc(Cl)cc2)C1=O
(12) Nc1c(N=Nc2cccc(Cl)c2)c(=O)[nH]n1-c1ccccc1
(13) COc1cccc(/C=C/C(=O)OCC(=O)NCCc2ccccc2)c1
(14) Cc1csc(NC(=O)CCC(=O)c2cccs2)n1
(15) Cc1[nH]n(-c2ccc([N+](=O)[O-])cc2)c(=O)c1C=NCCN1CCN(C(=O)c2ccccc2)CC1
(16) O=C(CSCc1ccc(Cl)cc1)N/N=C/c1c(Cl)cccc1Cl
(17) CS(=O)(=O)N(CC(=O)NCc1ccncc1)c1cc(Cl)ccc1Cl
(18) O=C(Nc1ccc(F)cc1)N1CCN(c2ccc(F)cc2)CC1
(19) COC(=O)c1cccc(NC(=O)c2cnoc2C)c1
(20) CC(=O)Nc1ccc(C(=O)CSc2nnc(-c3ccc(O)cc3)n2CC2CCCO2)cc1 (configuration not stated)
entry no.	11	12	13	14	15	16	17	18	19	20
Bfl-1 Bim block	0.0	-1.0	-3.0	0.0	-13.0	-11.0	-4.0	-8.0	0.0	-11.0
RGS8-Gao reg	94.9	98.7	101.5	99.3	101.3	105.7	100.5	97.3	100.3	98.2
Mcl-1 Bim block	-1.0	0.0	0.0	-1.0	1.0	-7.0	-1.0	-1.0	-1.0	1.0
Mcl1 Bid PPI	-31.9	-27.2	-6.3	-22.2	4.0	-7.2	-19.1	-12.1	3.6	-18.4
Bim-Bcl-B	-6.0	0.0	-4.0	0.0	-4.0	-8.0	1.0	-9.0	-4.0	-6.0
RGS7-Gao	99.5	92.9	?	102.4	97.3	99.3	97.6	96.0	98.3	97.8
Bcl-W Bim block	0.0	0.0	0.0	-1.0	3.0	-6.0	-2.0	-1.0	-3.0	1.0
Bcl-XL Bim block	-2.0	-4.0	-1.0	-1.0	-2.0	-7.0	3.0	-4.0	-4.0	-1.0
Bim-Bcl-2	-2.0	-5.0	-3.0	-1.0	-6.0	-11.0	-1.0	-8.0	1.0	-3.0
RGS4-Gao reg	98.7	92.4	103.8	101.8	98.3	101.6	100.0	95.3	97.8	93.8
GSH fluor	5	7	19	66	30	10	12	22	17	25

(21) O=C(COC(=O)c1ccc(Cl)cc1O)Nc1cccnc1Cl
(22) COc1ccc(C(C)=O)cc1CSc1nnc2c(Cl)cc(Cl)cn12
(23) CCOC(=O)c1sc(NC(=O)c2cc(-c3cccc(O)c3)on2)c(C(=O)OCC)c1C
(24) Cc1cc(C(=O)Cn2nnc3ccccc3c2=O)c(C)n1-c1c(C)n(C)n(-c2ccccc2)c1=O
(25) CCOC(=O)CSc1nc2cc(C)ccc2cc1C#N
(26) O=c1c(CN2CCN(Cc3ccccc3)CC2)coc2ccc(Cl)cc12
(27) Cc1cc2nccc(-c3ccccn3)n2n1
(28) CCC1c2ccc(C)n2CCN1C(=O)Nc1ccccc1OC (configuration not stated)
(29) CC(=O)Nc1cccc2c1C(=O)N(c1cccc(OC(C)=O)c1)C2=O
(30) CCOC(=O)N1CCC(NC(=O)C2CCN(C(=O)N3CC(C)Oc4ccccc43)CC2)CC1 (configuration not stated)
entry no.	21	22	23	24	25	26	27	28	29	30
Bfl-1 Bim block	-6.0	0.0	-1.0	-6.0	0.0	-6.0	-7.0	1.0	0.0	-11.0
RGS8-Gao reg	99.2	101.2	88.3	103.4	98.8	102.0	100.7	102.8	97.3	101.2
Mcl-1 Bim block	-1.0	-1.0	-3.0	-1.0	-1.0	-2.0	-4.0	0.0	-2.0	3.0
Mcl1 Bid PPI	-13.3	1.0	-1.9	-20.2	-3.3	93.0*	-12.3	-24.9	-1.8	-19.2
Bim-Bcl-B	-9.0	-6.0	-5.0	-7.0	-3.0	-9.0	-2.0	-2.0	-3.0	-4.0
RGS7-Gao	99.5	101.6	99.6	100.7	95.4	99.0	99.0	106.8	96.8	100.6
Bcl-W Bim block	-6.0	-2.0	-4.0	1.0	0.0	-2.0	-5.0	0.0	-4.0	-2.0
Bcl-XL Bim block	-4.0	-4.0	-6.0	-2.0	-2.0	-10.0	0.0	-1.0	-3.0	-2.0
Bim-Bcl-2	-7.0	0.0	-2.0	-3.0	-1.0	-8.0	-4.0	2.0	-2.0	-9.0
RGS4-Gao reg	99.0	96.9	82.9	104.8	96.9	101.6	100.0	105.2	89.8	98.6
GSH fluor	15	26	13	12	16	27	12	19	14	4

(31) COc1ccc2[nH]c3c(c2c1)CN(C)CC3
(32) CN(C)Cc1ccc(F)cc1Sc1ccc(Cl)cc1Cl
(33) CC(C)CN(CC(C)C)C(=O)Nc1cccc([N+](=O)[O-])c1
(34) CCCOc1ccc(N)cc1N
(35) O=C(Nc1ccc(Br)cc1)c1ccc(Br)c(S(=O)(=O)Nc2cccnc2)c1
(36) Cc1cccc(C)c1NC(=O)C(c1cccs1)N(Cc1ccco1)C(=O)Cn1nnc2ccccc21 (configuration not stated)
(37) Cc1ccccc1NC(=O)c1ccc(NS(=O)(=O)c2cc(C(C)(C)C)cc(C)c2C)cc1
(38) CC(C)Oc1ccc(C(=O)NC2(C(F)(F)F)N=C3SCCN3C2=O)cc1 (configuration not stated)
(39) Cc1cc(C(F)(F)F)nn1CC(=O)Nc1cccnc1
(40) CS(=O)(=O)Nc1ccc(C(=O)Nc2cccc([N+](=O)[O-])c2)cc1
entry no.	31	32	33	34	35	36	37	38	39	40
Bfl-1 Bim block	3.0	-3.0	-7.0	0.0	8.0	-5.0	-8.0	-11.0	-4.0	6.0
RGS8-Gao reg	90.9	103.6	104.9	105.1	108.8	100.7	100.8	100.0	99.1	99.6
Mcl-1 Bim block	-3.0	-7.0	1.0	4.0	0.0	3.0	-1.0	-1.0	-1.0	-1.0
Mcl1 Bid PPI	-39.5	-5.8	-12.1	1.2	-2.5	-11.1	8.6	1.6	-1.2	7.1
Bim-Bcl-B	-1.0	-7.0	-1.0	30.0	2.0	-4.0	-6.0	-5.0	-4.0	7.0
RGS7-Gao	95.0	101.5	98.9	103.1	103.2	101.6	104.0	96.1	98.1	96.8
Bcl-W Bim block	-2.0	-7.0	0.0	15.0	0.0	3.0	-3.0	0.0	-3.0	2.0
Bcl-XL Bim block	-3.0	-6.0	0.0	8.0	0.0	-3.0	-4.0	-4.0	-1.0	2.0
Bim-Bcl-2	5.0	-4.0	-3.0	5.0	-1.0	-7.0	-8.0	-9.0	0.0	1.0
RGS4-Gao reg	95.0	99.5	103.6	104.9	104.6	99.7	99.7	98.8	97.0	100.8
GSH fluor	4	9	24	15	6	33	16	16	13	24

(41) CCC(/C=C1\Sc2ccc(OC)cc2N1CCO)=C\c1sc2ccc(OC)cc2[n+]1CCO
(42) CCn1c(CNC(=O)COC)nc2ccccc21
(43) COc1ccccc1NC(=O)CN1CCC(n2nnc3cc(F)ccc32)CC1
(44) COC(=O)CSc1nnc(-c2cccnc2)o1
(45) CN(c1ccccc1)S(=O)(=O)c1cccc(NC(=O)CN2CCc3ccccc3C2)c1
(46) CCOc1ccccc1OCCOc1ccccc1CC
entry no.	41	42	43	44	45	46
Bfl-1 Bim block	62.0*	-13.0	0.0	-14.0	-8.0	-12.0
RGS8-Gao reg	98.9	101.2	102.5	103.5	97.3	101.0
Mcl-1 Bim block	42.0*	-1.0	4.0	-6.0	0.0	0.0
Mcl1 Bid PPI	-93.8	-6.4	-6.5	-26.7	-14.4	10.6
Bim-Bcl-B	14.0	-8.0	0.0	-11.0	-6.0	-11.0
RGS7-Gao	99.9	106.1	98.2	107.7	?	103.3
Bcl-W Bim block	40.0*	2.0	0.0	-1.0	0.0	1.0
Bcl-XL Bim block	51.0*	-2.0	2.0	-12.0	-3.0	-3.0
Bim-Bcl-2	60.0*	-11.0	-4.0	-12.0	-3.0	-11.0
RGS4-Gao reg	98.2	104.0	98.3	103.4	97.3	102.7
GSH fluor	3	23	6	31	14	35
